Screens: PubChem, Sanford-Burnham Center for Chemical Genomics
CXCR6 block: CXCR6 (human) receptor inhibition; CHO-K1 PathHunter CXCR6 beta-arrestin, luminescence; inhibition, % at 20 µM; 0.36% of 360,000 active; in the data active means inhibition above about 34%, passing the limit was not always enough;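 further: antagonist mode with CXCL16 agonist at 10 nM final; 0% = 10 nM CXCL16 with DMSO and 100% = unstimulated wells without agonist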
Target sequence (O00574 whole entry, looked up): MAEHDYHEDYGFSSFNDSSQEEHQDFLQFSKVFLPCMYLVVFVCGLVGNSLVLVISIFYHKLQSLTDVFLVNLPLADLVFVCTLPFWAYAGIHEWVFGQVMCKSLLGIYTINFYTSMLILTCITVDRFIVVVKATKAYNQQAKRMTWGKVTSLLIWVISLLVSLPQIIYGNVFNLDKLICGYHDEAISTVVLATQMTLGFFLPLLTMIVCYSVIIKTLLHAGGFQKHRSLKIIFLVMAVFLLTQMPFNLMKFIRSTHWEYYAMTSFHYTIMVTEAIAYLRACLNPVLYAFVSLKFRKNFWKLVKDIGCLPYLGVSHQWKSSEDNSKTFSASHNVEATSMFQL
UPR CHOP act: apoptotic UPR (CHOP) activation. 0.34% of 330,000 active. activation, % at 10 µM. CHO-CHOP luciferase reporter, luminescence; percent of tunicamycin response over DMSO baseline;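 active means at 10 µM dose, activation of 40% or more, normalized to positive control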;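 further: 100% = tunicamycin at 10 µg/mL and 0% = DMSO alone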
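Assay system: CHO-CHOP cells, stable luciferase reporter of PERK-eIF2a-CHOP signalling / Buffer or medium: F12 plus 10% serum / Compound dosing: one dose, 10 µM in 0.5% DMSO / Times: 6 h compound treatment, 37 °C / Technique: luciferase luminescence / Read-out: % reporter activation, DMSO baseline versus tunicamycin full activation / Benchmarks: tunicamycin and DMSO controls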
UPR XBP1 act: adaptive UPR (XBP1) activation; CHO-XBP1 luciferase reporter, IRE1-XBP1 UPR activation, luminescence; percent of tunicamycin response, DMSO as zero; activation, % at 20 µM; 0.33% of 330,000 active;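 active means versus positive control, 20 µM dose yields 30% or more activation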;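 further: 100% = tunicamycin at 10 µg/mL and 0% = DMSO only wells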
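Material: CHO-XBP1 cells stably carrying IRE1-XBP1-driven luciferase reporter | Medium: F12 with 10% serum | Compound dosing: 20 µM single concentration, DMSO 1% | Incubation: Overnight seeding at 37 °C, 6 h compound treatment at 37 °C | Detection: Steady-Glo luminescence read | Read-out basis: % activation of reporter signal versus tunicamycin and DMSO controls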
APJ antagonist: antagonists of human APJ apelin receptor; CHO-K1 APJ beta-arrestin complementation, luminescence; inhibition, % at 20 µM; 0.32% of 330,000 active; AID 2521;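 active means inhibition above about 40% at 20 µM, limit read from the data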;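 further: cells challenged with 10 nM apelin-13 agonist together with compound; plate controls were apelin-13 plus DMSO wells for no effect and DMSO wells lacking apelin-13 for full effect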
Target sequence (P35414 whole entry, looked up): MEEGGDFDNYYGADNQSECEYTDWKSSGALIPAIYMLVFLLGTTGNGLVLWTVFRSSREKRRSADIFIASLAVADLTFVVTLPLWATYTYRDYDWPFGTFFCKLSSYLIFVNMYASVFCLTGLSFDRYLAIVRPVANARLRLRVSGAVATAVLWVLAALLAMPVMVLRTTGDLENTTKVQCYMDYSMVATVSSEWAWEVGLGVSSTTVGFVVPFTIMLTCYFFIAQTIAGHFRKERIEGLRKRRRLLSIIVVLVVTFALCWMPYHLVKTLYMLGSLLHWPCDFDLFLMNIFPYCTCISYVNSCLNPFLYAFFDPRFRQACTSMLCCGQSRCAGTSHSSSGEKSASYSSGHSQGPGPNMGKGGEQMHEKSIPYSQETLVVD
Mdm2 MdmX PPI: inhibitors of human Mdm2/MdmX interaction | inhibition, % at 8 µM | 3% of 330,000 active | SaOS-2 split-luciferase Mdm2/MdmX complementation, luminescence;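 active means inhibition of at least 50% at 8 µM in the primary screen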
APJ agonist: agonists of human APJ apelin receptor | 0.11% of 330,000 active | AID 2520 | CHO-K1 APJ PathHunter beta-arrestin, luminescence; 0% DMSO wells, 100% apelin | P35414 | activation, % at 20 µM;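 active means activation more than six SD over the plate average, tested at 20 µM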;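 further: 0% = DMSO alone and 100% = apelin-13 at 10 nM; some results filed as inactive read as strong as hits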
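Incubation: overnight seeding, 90 min compound at 25 °C, 1 h detection; test system: PathHunter CHO-K1 APJ (AGTRL-1) beta-arrestin reporter cells; amount: 1000 cells/well; doses: one dose, 20 µM compound, 1% DMSO; measured by: beta-gal luminescence; measure: agonist-driven arrestin binding to APJ; benchmarks: negative DMSO alone, positive Apelin-13 at 10 nM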
tim23-1 inh: tim23-1 yeast growth inhibition. S. cerevisiae tim23-1 growth, BacTiter-Glo luminescence, 24 h. inhibition, % at 20 µM. 1.3% of 330,000 active. AID 463212;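 active means growth inhibition of the mutant yeast at or above 50%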;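 further: temperature-sensitive mutant grown at 25 °C; plate controls were DMSO-treated mutant yeast for no effect and medium wells lacking yeast for full effect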
TIM10 inh: inhibits growth of TIM10 yeast strain; 1.4% of 330,000 active; inhibition, % at 10 µM; S. cerevisiae TIM10 strain growth, BacTiter-Glo luminescence, 24 h;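 active means inhibition of 40% or more at the single tested concentration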;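 further: wild-type TIM10 isogenic control strain grown at permissive 25 °C; 0% = DMSO yeast wells and 100% = minimal medium wells without yeast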
tim10-1 inh: growth inhibitors of tim10-1 mutant yeast; S. cerevisiae tim10-1 ts strain growth, BacTiter-Glo, 24 h; inhibition, % at 20 µM; 2.2% of 330,000 active;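 active means inhibition of at least 40%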;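 further: mutant grown at 25 °C; 0% = DMSO wells with yeast and 100% = wells holding no yeast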
* = called active by the depositor.

SMILES | CXCR6 block | UPR CHOP act | UPR XBP1 act | APJ antagonist | Mdm2 MdmX PPI | APJ agonist | tim23-1 inh | TIM10 inh | tim10-1 inh
Cc1cnc(C(=O)N2CCN(c3ccc(C(F)(F)F)cn3)CC2)cn1 | 1 | 1.5 | -2 | -5 | 20 | -3 | -5 | -1 | 2
COC(=O)c1sccc1NC(=O)COc1ccccc1Cl | 4 | 1.3 | 3 | -16 | -14 | -4 | -1 | -17 | 17
Cn1cc(CN2CCC(n3nccc3NC(=O)Cc3ccccc3)CC2)cn1 | -6 | 0.6 | 1 | 1 | -2 | -4 | 0 | 0 | -1
Cc1ccc(CN2CCN(C(=O)CCc3ccccc3)CC2)cc1 | -8 | 0.5 | -3 | -5 | 2 | -2 | 11 | -5 | 17
COc1ccc(C(=O)NC(=S)N2CCOCC2)cc1[N+](=O)[O-] | 2 | 0.0 | -6 | -2 | 8 | -1 | -17 | 1 | 2
CCCOc1ccc(NC(=O)CC2C(=O)N(C)C(=S)N2Cc2ccc3c(c2)OCO3)cc1 (configuration not stated) | -8 | -1.5 | -2 | -6 | 0 | 1 | 30 | 23 | 38
COc1ccccc1OCC(=O)c1[nH]c(C)c(C(C)=O)c1C | -16 | 3.6 | 1 | -11 | 25 | 7 | 18 | 29 | 21
N/C(=N\OC(=O)CCc1ccccc1)c1ccc(Cl)cc1 | -4 | 2.1 | 1 | -9 | -22 | 1 | 74* | 57* | 65*
CCCCCCn1c(CN2CCN(Cc3ccccc3)CC2)nc2c1c(=O)n(C)c(=O)n2C | 5 | -0.5 | -1 | 14 | 9 | -4 | -4 | -12 | 13
Cn1cnnc1SCC(=O)NCc1ccccc1 | -3 | 1.6 | 0 | 5 | -2 | -5 | 9 | 5 | 4
O=C(Nc1cccnc1)/C(N=Nc1c(Cl)cccc1Cl)=C(\O)c1ccccc1 | 9 | 0.1 | 3 | 15 | 18 | -3 | 6 | 9 | 20
C=C(C)C(=O)N1CC2(CC(c3cccc(NC(=O)CCCCC)c3)=NO2)C[C@H]1C(N)=O (some centres not stated) | -2 | -0.6 | -2 | 8 | 3 | 2 | 12 | 3 | 4
Cc1ccc(S(=O)(=O)C2CCOC2=O)cc1 (configuration not stated) | -6 | -1.1 | -3 | -2 | 11 | -4 | 4 | -2 | -2
Cc1nnc(NC(=O)Nc2cccc(Cl)c2)s1 | -8 | 3.1 | 2 | -4 | 16 | -1 | 17 | 6 | 24
CCOC(=O)N1CCN(C(=O)COc2ccc([N+](=O)[O-])cc2)CC1 | 1 | -0.9 | -3 | -8 | -27 | 0 | 7 | -10 | -8
COc1ccc2cc(C(=O)N3CCN(c4ccc(F)cc4)CC3)[nH]c2c1 | -6 | -0.6 | 3 | -3 | 16 | -4 | 5 | 29 | -3
CN1C(=O)/C(=N\OC(=O)c2cccc3ccccc23)c2ccccc21 | 32 | 6.2 | 43* | 20 | 16 | -3 | -5 | 38 | -53
C/C=C(\C)C(=O)Nc1cccc(C2=NOC3(C2)C[C@H](C(N)=O)N(C(=O)C(c2ccccc2)c2ccccc2)C3)c1 (some centres not stated) | 5 | 0.4 | -2 | 12 | 12 | 10 | 17 | 10 | 17
Cc1cc(C(=O)COc2ccccc2[N+](=O)[O-])c(C)n1C1CC1 | -4 | 4.8 | 6 | 8 | -42 | -2 | 23 | 21 | 44*
COC(=O)c1cc(NC(=O)Cc2ccc(OC)cc2)cc(C(=O)OC)c1 | -7 | 1.6 | -4 | -8 | 3 | -2 | 22 | 0 | 22
Nc1cc(C(F)(F)F)ccc1-n1cccc1 | -4 | -2.7 | -1 | 3 | -8 | -4 | 7 | -1 | 7
COc1ccc2oc(=O)c(C(=O)n3ccc(C)n3)cc2c1 | 1 | -0.8 | 3 | 1 | 25 | -3 | 15 | 6 | 5
O=c1c2ccccc2nc(-c2ccccc2Cl)n1O | 1 | -0.3 | -1 | 8 | 30 | 1 | -17 | -11 | -15
COc1ccc(NS(=O)(=O)c2cccc(C(=O)Nc3cccc(C(=O)O)c3)c2)cc1 | -2 | 4.5 | -3 | 6 | 14 | -3 | 8 | 10 | 18
Cn1c(=O)c(C(=O)CN2CC(=O)Nc3ccccc32)c(N)n(Cc2ccccc2)c1=O | 4 | -1.2 | -3 | -5 | 5 | -2 | 11 | -6 | 9
CCC(=O)c1cc(F)c(N2CCN(S(=O)(=O)c3ccc(C)cc3)CC2)cc1C | 8 | 1.2 | -4 | -2 | 35 | 2 | -4 | -43 | -28
CC(Nc1ccc(Cl)cc1)c1cc(Cl)ccc1O (configuration not stated) | -16 | -3.0 | 3 | 7 | 19 | -5 | 64* | 29 | 66*
COc1ccc(CN2C(=O)[C@H]3Cc4c([nH]c5ccccc45)C(C)(C)N3C2=O)cc1 | -7 | 0.2 | -1 | -13 | 25 | 7 | 51* | 41* | 49*
CCOC(=O)c1nnn(CC(=O)Nc2cc(Cl)ccc2C)c1C(=O)OCC | 2 | -1.5 | 0 | 4 | -4 | 1 | 17 | 1 | 24
COc1ccc(C(=O)N/C(=C\c2ccc3c(c2)OCO3)C(=O)Nc2cccc(C(=O)O)c2)cc1 | 4 | 0.0 | -2 | 10 | 14 | -2 | 2 | 6 | -6
COc1ccccc1CNC(=O)/C=C/c1ccc(S(=O)(=O)NCc2ccco2)cc1 | 7 | -0.1 | -3 | 1 | -2 | 1 | 14 | 0 | -7
COc1ccc(C2C(C#N)=C(SC)NC3=C2C(=O)CC(C)(C)C3)cc1 (configuration not stated) | -3 | -3.4 | -3 | -6 | 9 | 1 | 8 | -3 | 4
Cc1onc(-c2ccccc2)c1C(=O)c1c[nH]c(C(=O)NCCCN2CCOCC2)c1 | -5 | 0.5 | -1 | 6 | 19 | -2 | -5 | -5 | 10
O=C(CN(Cc1ccc(F)cc1)C(=O)c1csnn1)NC1CCCC1 | 4 | -0.8 | -5 | 4 | 18 | -4 | 7 | -4 | 1
Cn1c(N)c(C(=O)COC(=O)CNS(=O)(=O)c2cccc(Cl)c2)c(=O)n(C)c1=O | -5 | 2.4 | -3 | -2 | -12 | -2 | -3 | 1 | -7
c1nnc(-c2ccc3c(c2)OCO3)o1 | 1 | -0.3 | 2 | -7 | 17 | -3 | -13 | -9 | 23
CCCCC(=O)NC(=S)Nc1cccc(C(=O)O)c1 | -3 | -1.2 | -3 | 23 | -6 | 0 | 7 | -11 | 7
CN(c1ccc(C(=O)Nc2cccnc2)cc1)S(=O)(=O)c1ccccc1 | 2 | -1.5 | -4 | 10 | 25 | -3 | 17 | -7 | 5
O=C(O)COc1ccc(/C=N/O)cc1Br | -1 | 1.7 | 2 | 5 | 16 | -3 | 0 | 2 | -15
COc1ccc(N2CCN(C(=O)CCNC(=O)c3ccc(Br)cc3)CC2)cc1 | -9 | -1.1 | 1 | 9 | -4 | -3 | 11 | 3 | 13
O=C(COC(=O)Cc1ccc(Br)cc1)NC1CCCCC1 | 3 | -0.7 | -5 | -17 | 21 | -1 | 32 | -20 | 6
CCNC(=S)N1CCN(CCN=CC2=C(O)CC(c3cccs3)CC2=O)CC1 (configuration not stated) | 4 | -1.8 | 1 | 12 | 4 | -1 | -2 | 2 | -5
Cc1cc(C)c(NC(=O)CSc2nncn2-c2cccnc2)c(C)c1 | -8 | -0.1 | -2 | 9 | 21 | -2 | -2 | 5 | -14
CCOc1ccc(-c2n[nH]c(C)c2-c2ccccc2OC)c(O)c1 | -2 | -0.4 | -3 | -1 | 40 | -2 | 9 | 26 | 16
Cc1cc(C)n(C(=O)/C(C#N)=N/Nc2cc(Cl)cc(Cl)c2)n1 | 1 | 0.9 | 0 | -20 | 89* | -1 | 29 | 33 | 47*
O=C(O)C1CCCCC1C(=O)NCCC(c1ccccc1)c1ccccc1 (configuration not stated) | -4 | 0.6 | -2 | -5 | 13 | -1 | 5 | 12 | 17
CC(C)(C)c1ccc(-c2nnc(SCCN3C(=O)c4ccccc4C3=O)o2)cc1 | -13 | 1.8 | -4 | 12 | 10 | -4 | 26 | 8 | 10
C=CCN(CC=C)C(=O)c1cc2ccccc2c(=O)o1 | 2 | 0.3 | -1 | -6 | -3 | 0 | 7 | 9 | 9
C=CCOc1cccc(C(=O)N2CCCC(CCC(=O)NCc3ccccc3F)C2)c1 (configuration not stated) | -1 | 1.7 | -1 | 16 | -4 | 3 | 9 | 6 | 17
Fc1ccc(C2c3[nH]c4ccccc4c3CCN2Cc2cccn2-c2ncccn2)cc1 (configuration not stated) | 2 | 0.0 | -2 | 14 | 78* | -3 | 17 | 23 | 16

Next part:
SMILES | CXCR6 block | UPR CHOP act | UPR XBP1 act | APJ antagonist | Mdm2 MdmX PPI | APJ agonist | tim23-1 inh | TIM10 inh | tim10-1 inh
Cc1ccc(S(=O)(=O)N(C)c2c(C)ccc(S(=O)(=O)Nc3ccncc3)c2C)cc1 | 0 | -0.5 | -3 | -11 | 2 | -3 | 3 | 4 | 9
Cc1cc(Br)cc(Cl)c1OC(=O)c1cnccn1 | 4 | 1.2 | -1 | 7 | 16 | -5 | 31 | 20 | 14
Cc1ccc(OCCCn2cc(C#N)c3ccccc32)cc1 | -1 | -0.9 | 2 | -1 | -1 | -3 | 23 | 24 | 26
CCN1CCN(CCCNC(=O)c2ccc3c(c2)N(Cc2ccc(C)cc2)CCS3)CC1 | 4 | 2.7 | -1 | 12 | 51* | -1 | -49 | -13 | -9
COc1ccc(OC)c2c(C)cc(N3CCCN(C)CC3)nc12 | 10 | 0.9 | 0 | -5 | 21 | -3 | -3 | -16 | 18
O=C(C1CCC(CNS(=O)(=O)c2cccc3nsnc23)CC1)N1CC=C(c2ccccc2)CC1 (configuration not stated) | -17 | 1.7 | -3 | -82 | 3 | 6 | 29 | 11 | 12
CC(C)=NNc1nc(-c2ccc([N+](=O)[O-])cc2)cs1 | 5 | 5.9 | -1 | -8 | 5 | 0 | 7 | 17 | 11
CCOc1ccc2c(c1)C(NC(C)=O)C(=O)N2CCN1CCOCC1 (configuration not stated) | 11 | 1.8 | 7 | 16 | -14 | -2 | 1 | 5 | 5
CCCN1C2CCCC1CC(NC(=O)c1ccc(OC)cc1)C2 (configuration not stated) | -4 | -1.3 | -6 | 3 | 4 | 0 | 2 | 2 | -18

4 compounds already listed, sorted by the number in APJ antagonist, largest number first:
| smiles | CXCR6 block | APJ antagonist | Mdm2 MdmX PPI | TIM10 inh |
| --- | --- | --- | --- | --- |
| O=c1c2ccccc2nc(-c2ccccc2Cl)n1O | 1 | 8 | 30 | -11 |
| Cc1cc(Br)cc(Cl)c1OC(=O)c1cnccn1 | 4 | 7 | 16 | 20 |
| CCC(=O)c1cc(F)c(N2CCN(S(=O)(=O)c3ccc(C)cc3)CC2)cc1C | 8 | -2 | 35 | -43 |
| Cc1cnc(C(=O)N2CCN(c3ccc(C(F)(F)F)cn3)CC2)cn1 | 1 | -5 | 20 | -1 |

A portion of the library; count on the stated rates, not on these rows.
